Screening results: PubChem BioAssay, several laboratories
NTR1 ag – agonists of NTR1, primary screen, imaging, U2OS cells, beta-arrestin-GFP, high content (AID 493036); 0.17% of 330,000 active; Neurotensin receptor type 1 (Homo sapiens), P30989; activation, % at 20 µM; NTR1-U2OS beta-arrestin-GFP spot imaging, agonist mode;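 active = activation at or above 40% of the spot to cytoplasm intensity ratio, with at least 20 cells analyzed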;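 note: 0% = DMSO without peptide and 100% = 100 nM NTR1 peptide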
Target sequence (P30989 whole entry, looked up): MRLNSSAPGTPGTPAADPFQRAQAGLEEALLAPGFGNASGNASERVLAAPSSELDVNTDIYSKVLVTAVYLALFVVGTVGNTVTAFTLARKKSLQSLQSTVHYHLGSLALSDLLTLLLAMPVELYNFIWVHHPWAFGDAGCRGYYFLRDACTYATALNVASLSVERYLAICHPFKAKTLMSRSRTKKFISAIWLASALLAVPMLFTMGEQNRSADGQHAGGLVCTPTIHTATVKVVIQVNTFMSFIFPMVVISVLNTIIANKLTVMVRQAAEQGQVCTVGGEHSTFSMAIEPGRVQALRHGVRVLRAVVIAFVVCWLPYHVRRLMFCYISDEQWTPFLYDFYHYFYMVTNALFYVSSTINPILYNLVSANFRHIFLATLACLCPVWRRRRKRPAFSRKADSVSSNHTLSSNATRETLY
GPR55 antagonists – GPR55 antagonists blocking LPI-driven arrestin recruitment, primary screen, imaging, U2OS, beta-arrestin-GFP, LPI agonist (AID 2013) | 0.13% of 290,000 active | G-protein coupled receptor 55 (Homo sapiens) | inhibition, % at 10 µM, or IC50 in µM where a hit was titrated | U2OS GPR55 beta-arrestin-GFP translocation imaging, LPI antagonism; higher % means a stronger effect;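 active = spots per cell inhibited over 60%, with over 100 cells counted and total cytoplasm intensity under 500,000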;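 note: U2OS cells stably carrying GPR55 and arrestin-GFP stimulated by 5 µM LPI near EC80; imaged beta-arrestin-GFP aggregate spots per cell after agonist stimulation; plate controls were LPI-stimulated DMSO wells for no effect and DMSO wells without LPI for full effect; some results filed as inactive read as strong as hits; confirmed hits need IC50 under 10 µM and bright autofluorescent wells are also inconclusive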
NOD1 NF-kB reporter – NOD1 signaling inhibitors, primary screen, cell-based, luminescence, uHTS (AID 1578); NOD1-driven NF-kB luciferase reporter cells, luminescence; higher % means a stronger effect; 1% of 290,000 active; inhibition, % at 4 µM, or EC50 in µM where a hit was titrated; in the data active = inhibition mostly above about 36%, no sharp cut-off; inactive = mostly below about 34%;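 note: HEK-293T reporter cells stimulated with the NOD1 agonist gamma-tri-DAP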
MgcRacGAP inhibition – MgcRacGAP GTPase-activating activity inhibitors, confirmation, biochemical, ADP Hunter fluorescence. MgcRacGAP-stimulated Rac1 GTP hydrolysis, ADP Hunter fluorescence; higher % means a stronger effect; GST-tagged Rac1 F28L mutant substrate. one-dose inhibition, % at 30 µM; IC50 in µM for titrated hits. 0.6% of 340,000 active;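 active = first-screen hits whose inhibition reached a set limit at any dose in the follow-up dose series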;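 note: fluorescence reports GDP produced by GAP-driven GTP hydrolysis; strong numbers were not always called active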
UTI89 phage lysis – inhibition of K1F phage lysis, E. coli UTI89, bacterial capsule biogenesis inhibitors, alamar blue (AID 488966) | 0.02% of 340,000 active | inhibition, % at 100 µM; hits with a dose series show IC50 in µM | E. coli UTI89 K1F phage lysis, alamar blue, 2 h; higher % means a stronger effect;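 active = phage lysis inhibition, versus mean bacterial control, above a set limit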;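 note: capsule biogenesis inhibitors block K1F phage lysis so surviving cells raise fluorescence; higher fluorescence means more inhibition of phage lysis; actives were called in the ten point dose series up to 300 µM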
GPR55 beta-arrestin – GPR55 agonists via beta-arrestin recruitment, primary screen, imaging, U2OS cells, beta-arrestin-GFP redistribution (AID 1961). activation, % at 10 µM; hits with a dose series show EC50 in µM. 0.048% of 290,000 active. G-protein coupled receptor 55 (Homo sapiens). U2OS GPR55 beta-arrestin-GFP redistribution imaging; higher % means a stronger effect;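 active = activation above 40% with more than 50 cells counted in the well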;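 note: U2OS osteosarcoma cells stably expressing GPR55 and beta-arrestin-GFP; plate controls were DMSO negative control for no effect and LPI positive control for full effect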
GPR35 antagonists – GPR35 antagonists blocking zaprinast-driven arrestin recruitment, primary screen, imaging, U2OS, beta-arrestin-GFP, zaprinast agonist (AID 2058). G-protein coupled receptor 35 (Homo sapiens). inhibition, % at 10 µM; hits with a dose series show IC50 in µM. 0.052% of 290,000 active. U2OS GPR35 beta-arrestin-GFP translocation imaging, zaprinast antagonism; higher % means a stronger effect;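 active = inhibition of at least 50% with at least 30 cells and total cytoplasm GFP at most 10,000,000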
KOR beta-arrestin-1 – KOR agonists, beta-arrestin recruitment, primary screen, cell-based, luminescence, uHTS (AID 1777); KOR beta-arrestin recruitment, luminescence; higher % means a stronger effect; activation, % at 10 µM, or EC50 in µM where a hit was titrated; 0.02% of 280,000 active; in the data active = activation above about 50%, passing the limit was not always enough; note: a part of the inactive calls stands beside numbers as strong as those of hits
KOR beta-arrestin-2 – KOR antagonists, beta-arrestin recruitment, cell-based, luminescence, uHTS (AID 1778). Kappa-type opioid receptor (Homo sapiens). KOR beta-arrestin recruitment, luminescence, antagonist mode; higher % means a stronger effect. inhibition, % at 10 µM; hits with a dose series show IC50 in µM. 0.091% of 290,000 active; in the data active = inhibition above about 50%; note: strong numbers were not always called active
NTR1 ag cell count 20 µM – further read-out of NTR1 ag, marked with its call; cell count; measured here: cell count, cytotoxicity flag
Starred values were filed as active, the others as inactive; x = not tested or not shown; [ ] = another dose, or the depositor's remark. The list is partial; the hit share may differ from the screen's.

nr | compound | NTR1 ag | NTR1 ag cell count 20 µM | GPR55 antagonists | NOD1 NF-kB reporter | MgcRacGAP inhibition | UTI89 phage lysis | GPR55 beta-arrestin | GPR35 antagonists | KOR beta-arrestin-1 | KOR beta-arrestin-2
1 | CC(=O)c1ccc(N2CCN(CC(O)COC(c3ccccc3)c3ccccc3C)CC2)cc1 (stereo not given) | 3.2 | 62 | 6% | 4% | 13% | -0.2% | 0.5% | 2% | 4.2% | -32%
2 | Brc1ccccc1OCCCCCN1CCOCC1 | 0.4 | 35 | 4% | -9% | 146µM* | 0.3% | -0.3% | 28% | -3.4% | 3%
3 | COc1cc(C2C(C#N)=C(N)Oc3n[nH]c(-c4ccncc4)c32)cc(OC)c1OC (stereo not given) | 0.9 | 54 | -12% | -2% | 7% | 1.2% | 0.2% | -7% | 7.7% | -35%
4 | COc1cc(OC)c(/C=N/NC(=O)c2ccncc2)c(OC)c1 | 1.1 | 55 | 12% | -6% | 14% | -0.5% | -0.1% | 17% | -1.4% | 1%
5 | O=C(c1cccc(OCc2ccccc2)c1)N1CCOCC1 | -0.9 | 56 | 8% | 21% | 10% | 0.0% | -0.3% | -16% | 4.6% | 4%
6 | O=C(c1cccc(-n2cnnn2)c1)N1CCOCC1 | -1.3 | 43 | 12% | -16% | 5% | 0.3% | 0.2% | -6% | 3.2% | -19%
7 | CC1(C)CC(=O)C2=C(C1)Nc1nc(SCCN3CCOCC3)[nH]c(=O)c1C2c1cccs1 (stereo not given) | -0.7 | 48 | 10% | -20% | 9% | 0.1% | -0.2% | 6% | 1.2% | -28%
8 | CN(CCO)c1c2c(nc3cc(-c4cccc(F)c4)nn13)CCCC2 | -1.4 | 93 | -8% | -59% | 8% | 2.6% | -0.1% | -2% | 4.5% | -32%
9 | CCNC(=O)COc1ccc(/C=N/NC(=O)c2cccnc2)cc1OC | 1.9 | 34 | -6% | -37% | 9% | 0.6% | 0.1% | -2% | -1.1% | -6%
10 | Nc1nc(SCc2ccc3c(c2)OCO3)n[nH]1 | 0.0 | 67 | 15% | -21% | 3% | 1.1% | -0.2% | 1% | 2.5% | 15%
11 | O=C(NCCNc1ccc([N+](=O)[O-])cc1)c1cccs1 | -0.5 | 58 | -8% | -26% | 13% | 0.5% | -0.2% | 14% | -4.1% | 29%[20 µM]
12 | CC(C)c1ccc(NC(=O)CCC(=O)NCc2ccco2)cc1 | -0.2 | 68 | 13% | -24% | 9% | 1.0% | 0.3% | 3% | 2.6% | -47%[20 µM]
13 | O=S1(=O)CCC(NS(=O)(=O)c2ccc3ccccc3c2)C1 (stereo not given) | -0.4 | 66 | 0% | -39% | 8% | 0.2% | 1.1% | -2% | 0.5% | 10%
14 | CC(=O)N/C(=N/c1nc(C)cc(C)n1)Nc1cc(C)cc(C)c1 | 7.3 | 73 | 2% | -1% | 6% | 0.3% | 0.0% | -7% | -2.1% | 30%
15 | COC(=O)c1sc(NC(=O)CSc2nncs2)c(C(=O)OC)c1C | 14 | 54 | 12% | 13% | 5% | 2.7% | 0.1% | 25% | -1.6% | -23%
16 | CC(=O)c1sc(=S)n(Cc2ccccc2)c1C | 0.1 | 67 | 13% | -7% | 9% | -0.5%[50 µM] | 0.0% | -8% | -7.5% | -12%
17 | O=C(NCCCN1CCCC1=O)c1ccccc1NS(=O)(=O)c1ccc(Br)cc1 | -0.6 | 85 | -11% | 17% | 3% | 0.4% | -0.2% | -10% | -2.9% | 29%
18 | CNC(=S)NNC(=O)c1ccc2c(c1)OCO2 | 0.2 | 47 | 7% | -19% | 10% | 0.5% | -0.1% | 3% | -2.0% | -32%[20 µM]
19 | C=C1CCN([C@H](C(=O)NCc2ccc(Cl)c(Cl)c2)C(C)C)S(=O)(=O)c2ccccc21 | -2.5 | 102 | 3% | 4% | 4% | -0.9% | 0.0% | -15% | -1.9% | -7%
20 | O=C(O)c1cccc(-c2ccc(/C=N/NC(=O)c3cccnc3)o2)c1 | 1.7 | 70 | 11% | -36% | 5% | -0.3% | -0.2% | -6% | 3.8% | 27%
21 | Brc1ccc(Nc2nc3ccccc3n3nnnc23)cc1 | 9.6 | 89 | -9% | -44% | x | x | 0.3% | -2% | 14% | -3%
22 | OC12CCCCC1C(c1ccc3c(c1)OCO3)N(Cc1ccccc1F)CC2 (stereo not given) | 5.0 | 72 | 10% | 12% | 5% | 0.5% | 0.1% | -3% | 11% | -3%
23 | O=C(/C=C/c1ccc(Cl)cc1)NC(=S)Nc1ccc(CN2CCOCC2)cc1 | -1.3 | 62 | 6% | 46% | 9% | 0.0% | -0.2% | -5% | -1.8% | -17%
24 | O=C1C=C(Nc2ccc(O)cc2)CC(c2ccco2)C1 (stereo not given) | -0.2 | 68 | -7% | 4% | 20µM* | -0.4% | 0.2% | -3% | 6.2% | 0%
25 | CC1(C)CC2c3cccc(C(=O)O)c3C(=O)N2c2c1ccc1ccccc21 (stereo not given) | 0.2 | 63 | -2% | -11% | 0% | 1.1% | -0.4% | -1% | 3.4% | 16%
26 | Cc1ccccc1NC(=O)CCc1c(C)nn(-c2ccc(N3CCOCC3)nn2)c1C | 0.1 | 60 | -3% | 11% | -4% | -0.3% | -0.2% | 10% | -0.9% | 2%
27 | CCC(C)c1ccccc1NC(=O)c1cc2cccc([N+](=O)[O-])c2[nH]1 (stereo not given) | 3.2 | 50 | -6% | 6% | x | x | 1.1% | -6% | 4.7% | 0%
28 | COc1ccc(/C=N/NC(=O)c2cc(C)oc2C)cc1OC | 0.3 | 62 | -10% | -4% | 4% | 0.2% | -0.2% | 5% | -2.4% | 24%
29 | CCOC(=O)c1sc(NC(=O)CSc2n[nH]c(CC)n2)nc1C | -0.2 | 44 | 0% | -26% | 5% | -0.3% | -0.2% | 15% | -4.4% | 10%
30 | COc1ccc(CN2C(=O)CSC2c2ccncc2)cc1 (stereo not given) | -0.4 | 48 | 6% | -7% | 9% | 0.4% | 0.1% | 7% | -0.5% | -20%
31 | COc1ccc(N(C(=O)COc2ccccc2)C2C=CS(=O)(=O)C2)c(OC)c1 (stereo not given) | -1.7 | 45 | 20% | 17% | 1% | 4.9% | 0.5% | -12% | 4.8% | 2%
32 | Fc1ccccc1-c1ccc(/C=N/Nc2nc3ccccc3[nH]2)o1 | 8.2 | 63 | 9% | -39% | 13% | 0.3% | -0.4% | -8% | 7.6% | -3%
33 | CCOC(=O)C1=C(C)N(CC)C(=S)NC1c1ccccc1OC(F)F (stereo not given) | -0.5 | 75 | 14% | -6% | -1% | 0.5% | 0.1% | -3% | -2.3% | -3%
34 | CC(C)(C)C1=CC(=O)C(=O)C(C(C)(C)C)=C1 | -2.1 | 93 | 41% | 18% | 6% | 7.2% | 138%* | 19% | -0.7% | -19%
35 | CCOC(=O)c1cnc2scnn2c1=O | x | x | -2% | 16% | 7% | -0.1% | -0.2% | -5% | 9.1% | -20%
36 | O=C(Nc1ccccn1)NC(C(F)(F)F)C(F)(F)F | 0.8 | 96 | -5% | -33% | 5% | 0.5% | 0.5% | -8% | 0.7% | -29%
37 | COc1ccnc(Oc2cccc(C(F)(F)F)c2)c1C(=O)N/C=N/OCc1ccccc1F | 9.6 | 38 | -1% | -11% | -1% | 0.7% | 0.4% | 0% | -8.1% | 1%
38 | CCc1ccc(N2C(=O)c3cc(N4CCOCC4)c([N+](=O)[O-])cc3C2=O)cc1 | -0.6 | 39 | 16% | -12% | x | x | 1.1% | -14% | 0.4% | -15%
39 | Cc1nc2ccccn2c1C(=O)NNC(=S)Nc1ccc(Cl)cc1 | -0.4 | 65 | 0% | -23% | 19% | 2.7%[50 µM] | 1.6% | 7% | 1.4% | -22%
40 | COc1ccc(N2C(=O)CC(n3cnc4ccccc43)C2=O)cc1 (stereo not given) | -1.9 | 50 | -6% | -4% | 1% | -0.4% | -0.1% | 12% | x | x
41 | CCCc1nc2oc3c(OCC)ncnc3c2c2c1COC(C)(C)C2 | 0.9 | 73 | 18% | -9% | 12% | 1.2% | -0.1% | -6% | -10% | 0%
42 | CC(C)(C)CNC(CO)C12CC3CC(CC(C3)C1)C2 (stereo not given) | -0.2 | 46 | 9% | x | 6% | 0.0% | -0.3% | 0% | 2.5% | -22%
43 | O=C(Cn1c(C2CC2)nc2ccccc2c1=O)Nc1ccc(Br)cc1 | -1.1 | 86 | 19% | -19% | 5% | 0.6% | 0.0% | 0% | -3.9% | 20%
44 | Cc1nn2c(N3CCOCC3)cc(C(C)(C)C)nc2c1-c1ccccc1 | 2.1 | 95 | 4% | -13% | x | 0.9%[50 µM] | -0.1% | 11% | -3.9% | -16%
45 | CCOc1cc(/C=C(\C#N)C(=O)NCc2cccnc2)ccc1O | -0.9 | 86 | 8% | -36% | 42µM* | 0.2% | -0.3% | -16% | 1.1% | -4%
46 | O=C(CNc1cccc([N+](=O)[O-])c1)N/N=C/c1ccc(F)cc1 | 0.9 | 62 | 2% | -27% | 11% | 0.4% | -0.3% | 14% | 0.6% | -10%
47 | CCCc1nc(SCC(=O)c2ccc(OC)cc2)c2ccccc2n1 | 12 | 34 | 1% | 12% | 10% | 0.1% | 0.8% | -13% | -0.2% | -19%
48 | CCc1c(C)c2c(C)nn(-c3ccccc3)c2[nH]c1=O | 1.1 | 88 | 1% | -31% | 4% | -0.1% | -0.2% | -3% | -2.3% | 15%
49 | O=C(OCC1CC(c2ccccn2)=NO1)c1ccc(Br)cc1 (stereo not given) | 0.0 | 59 | 1% | -5% | 0% | 3.3% | -0.3% | 7% | -4.2% | -20%
50 | CCCC1OC2CC3C4CCC5=CC(=O)C=CC5(C)C4C(O)CC3(C)C2(C(=O)O)O1 (stereo not given) | -0.3 | 74 | 7% | -8% | 12% | -0.7% | 0.4% | 1% | -2.9% | 27%
51 | COCCSc1nnc(NC(=O)c2ccc(NC(C)=O)cc2)s1 | -0.2 | 43 | 3% | -34% | 0% | 0.5% | -0.1% | 13% | 0.0% | 0%
52 | COC(=O)C1=NNC2(c3ccc(Cl)cc3)C(=O)N(c3ccccc3)C(=O)C12 (stereo not given) | 2.0 | 54 | 6% | -36% | -3% | -1.5% | 0.2% | 0% | -5.2% | 2%
